Screening results as filed in PubChem BioAssay.
West Nile antiviral: West Nile virus antiviral activity, cell-based, CPE readout (AID 1621). CPE inhibition, % at 10 µM; hits with a dose series show IC50 in µM. hit rate 0.02% among 290,000. West Nile virus-infected cells, CPE inhibition; higher % means a stronger effect; in the data active = a potency from the dose series; also: strong numbers were not always called active
Myeloid diff MLP: induction of myeloid progenitor differentiation, primary screen, cell-based, flow cytometry, MLPCN library; calls only at 10 µM; hit rate 1% among 360,000; ER-HoxA9 myeloid progenitors, lysozyme-GFP differentiation; AID 624256, 2012;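 active = normalized GFP-positive differentiation at or above the plate's own cutoff, the solvent-only control mean plus 3 SD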;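 also: cells exposed to compound for four days before flow analysis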
T cell modulator: modulators of CD8 T cell-vesicle binding, primary screen, mouse 2C CD8+ T cells, flow cytometry; 2C CD8+ T cell-vesicle binding; stronger effect = lower value; calls only at 7 µM; hit rate 0.068% among 330,000; AID 2052, 2009;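 active = response, share of CD8 T cells binding vesicles, and their 90th percentile fluorescence all below set limits, cut at about 80% in these data, passing the limit was not always enough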
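Test system: purified 2C TCR transgenic mouse naive CD8+ T cells. Probe or stimulus: QL9-peptide-loaded Drosophila micro-vesicles bearing Ld, ICAM-1 and B7-1. Incubation: binding step 1.5 h, 37 °C, antibody labelling 20 min, ice. Measured by: flow cytometry of vesicle-bound cells.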
T cell modulator vesicle-bound %: also measured in T cell modulator; calls as there; double positive events, %; measured here: CD8+ vesicle-bound cell fraction;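 binding gate set so that unloaded-vesicle control wells show 10% double positive cells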
Myeloid diff MLP GFP+ MAC1+ %: also measured in Myeloid diff MLP; calls as there; GFP+ MAC1+ double positive, %; measured here: differentiation confirmed by MAC1 staining
* marks the source's active call; other numbers are inactive results; i = inactive; . = no result given; & = joins results of further samples. The list is partial (hit frequency here may not be typical).

SMILES	West Nile antiviral	Myeloid diff MLP	Myeloid diff MLP GFP+ MAC1+ %	T cell modulator	T cell modulator vesicle-bound %
CC(Oc1c(Cl)cccc1Cl)C1=NCCN1 (centres undefined)	-0.1%	.	.	i	22
O=C(Cn1ccnc1[N+](=O)[O-])NCCO	.	i	2.4	.	.
CCC[C@H](N[C@@H](C)C(=O)N1[C@H](C(=O)O)C[C@@H]2CCCC[C@@H]21)C(=O)OCC	.	i	2.6	i	23
CC(=O)N1C[C@H](O)C[C@H]1C(=O)O	.	i	1.6	i	22
O=c1cc[nH]c(=O)[nH]1	.	i	1.8	i	19
C=C1c2cccc(O)c2C(=O)C2C(=O)[C@]3(O)C(=O)C(C(N)=O)C(=O)[C@@H](N(C)C)[C@@H]3[C@@H](O)[C@H]12 (some centres undefined)	.	i	1.3	i	13
N=C(N=C(N)N)N1CCOCC1	.	i	0.8	i	41
O=C(O)[C@@H]1[C@H]2C[C@H]3c4[nH]c5ccccc5c4CCN3C[C@@H]2CC[C@@H]1O	.	i	2.8	i	65
CN(C)C/C=C(/c1ccc(Br)cc1)c1cccnc1	-0.4%	i	1.1	i	44
COc1nc(C)nc(Cl)c1NC1=NCCN1	0.2%	i	0.6&2.0	i	21&36

Some of these compounds in order of count of non-hydrogen atoms, ascending:
SMILES	West Nile antiviral	Myeloid diff MLP	Myeloid diff MLP GFP+ MAC1+ %	T cell modulator	T cell modulator vesicle-bound %
O=c1cc[nH]c(=O)[nH]1	.	i	1.8	i	19
CC(=O)N1C[C@H](O)C[C@H]1C(=O)O	.	i	1.6	i	22
COc1nc(C)nc(Cl)c1NC1=NCCN1	0.2%	i	0.6&2.0	i	21&36
CCC[C@H](N[C@@H](C)C(=O)N1[C@H](C(=O)O)C[C@@H]2CCCC[C@@H]21)C(=O)OCC	.	i	2.6	i	23
C=C1c2cccc(O)c2C(=O)C2C(=O)[C@]3(O)C(=O)C(C(N)=O)C(=O)[C@@H](N(C)C)[C@@H]3[C@@H](O)[C@H]12 (some centres undefined)	.	i	1.3	i	13

Just Myeloid diff MLP GFP+ MAC1+ %, West Nile antiviral and Myeloid diff MLP (3 entries from above):
| mol | Myeloid diff MLP GFP+ MAC1+ % | West Nile antiviral | Myeloid diff MLP |
| --- | --- | --- | --- |
| O=c1cc[nH]c(=O)[nH]1 | 1.8 | . | i |
| CC(Oc1c(Cl)cccc1Cl)C1=NCCN1 (centres undefined) | . | -0.1% | . |
| CCC[C@H](N[C@@H](C)C(=O)N1[C@H](C(=O)O)C[C@@H]2CCCC[C@@H]21)C(=O)OCC | 2.6 | . | i |
